A3A deaminase: APOBEC3A ssDNA deaminase inhibitors, primary screen, selectivity assay for APOBEC3G inhibitor project, biochemical, FAM/TAMRA oligo cleavage fluorescence; DNA dC->dU-editing enzyme APOBEC-3A (Homo sapiens), P31941; inhibition, % at 20 µM; 330,000 tested, 0.41% active; recombinant A3A, FAM/TAMRA ssDNA deamination fluorescence;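 active means at least 40% inhibition at 20 µM here, with at most 30% in a related deaminase screen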;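 further: plate controls were A3A with DMSO for no effect and wells lacking A3A enzyme for full effect; some results filed as inactive read as strong as hits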
MIN6 prolif: inducers of MIN6 beta-cell proliferation, primary screen, ATP luminescence, uHTS; 330,000 tested, 0.29% active; MIN6 cells proliferation, ATPlite luminescence, 48 h; cells starved in 0.2% serum; 100% = growth in 10% serum; proliferation, % at 10 µM;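 active means compounds whose signal lies at least 3.5 SD above the mean of all wells on their plate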;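 further: 0% = DMSO-treated cells in low-serum medium and 100% = 10% serum control; some compounds called inactive have numbers as strong as hits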
hIAP act: human IAP activators, primary screen, biochemical, luminescence, uHTS; purified human IAP, CDP-Star luminescence, 30 min; active compounds read high; 1 = vehicle-only enzyme, 0 = enzyme-free background; activation factor at 10 µM; 330,000 tested, 0.16% active;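 active means activation factor of the enzyme at least 2-fold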; further: the source names both 10 and 20 µM as test concentration; values of inactives mirror those of a sister screen read the other way
Target sequence (P09923 whole entry, looked up): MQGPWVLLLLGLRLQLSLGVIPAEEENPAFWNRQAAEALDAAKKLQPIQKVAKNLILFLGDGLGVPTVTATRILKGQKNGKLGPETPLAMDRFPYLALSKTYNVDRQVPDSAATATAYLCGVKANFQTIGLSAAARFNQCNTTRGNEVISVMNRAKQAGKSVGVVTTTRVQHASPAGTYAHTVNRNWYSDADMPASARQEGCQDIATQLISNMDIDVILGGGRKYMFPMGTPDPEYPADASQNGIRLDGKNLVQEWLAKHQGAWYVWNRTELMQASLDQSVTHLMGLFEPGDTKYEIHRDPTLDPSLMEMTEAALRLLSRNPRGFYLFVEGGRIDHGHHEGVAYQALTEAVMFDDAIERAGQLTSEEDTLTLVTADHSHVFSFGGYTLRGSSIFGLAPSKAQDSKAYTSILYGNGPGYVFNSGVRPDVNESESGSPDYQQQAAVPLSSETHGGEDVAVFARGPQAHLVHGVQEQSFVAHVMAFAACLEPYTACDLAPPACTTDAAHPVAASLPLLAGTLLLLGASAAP
MPTP inh: mitochondrial permeability transition pore inhibitors, primary screen, biochemical, isolated mouse mitochondria, absorbance. Ca2+ swelling absorbance, 30 min. inhibition, % at 10 µM. 360,000 tested, 1.4% active. AID 602449, 2012;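 active means inhibition of 50% or more, scaled per plate between neutral and stimulator controls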;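 further: 0% = DMSO wells given calcium and 100% = 1 mM EGTA wells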
mIAP inh: inhibitors of mouse IAP, primary screen, biochemical, luminescence, uHTS. inhibition, % at 10 µM. intestinal alkaline phosphatase [Mus musculus]. purified mouse IAP, CDP-Star luminescence, 30 min. 330,000 tested, 0.2% active. AID 2806, 2010;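 active means inhibition of at least 40% at 10 µM in the primary screen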;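 further: plate controls were DMSO with enzyme for no effect and no enzyme wells for full effect; values of inactives mirror those of a sister screen read the other way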
mIAP act: activators of mouse IAP, primary screen, biochemical, luminescence, uHTS | intestinal alkaline phosphatase [Mus musculus] | muIAP, CDP-Star luminescence, 30 min; active compounds read high; 1 = vehicle-only enzyme signal, 0 = enzyme-free wells | activation factor at 10 µM | 330,000 tested, 0.24% active | AID 2805, 2010;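 active means activation factor of at least 2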; further: the source names both 10 and 20 µM as test concentration; values of inactives mirror those of a sister screen read the other way
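System: Mouse IAP enzyme | Also added: CDP-Star substrate | Dosing: Compounds dispensed in DMSO | Schedule: 30 min enzyme-substrate-compound incubation at room temperature | Technique: Chemiluminescence readout | Control set: DMSO-only wells and no-enzyme negative control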
NR3A LBD binder: binders of NR3A ligand-binding domain, primary screen, biophysical, differential scanning fluorimetry, uHTS; AID 1259313, 2017; Tm shift relative to glycine control, % at 25 µM; NR3A LBD differential scanning fluorimetry, Tm shift; 0% = protein alone, 100% = glycine-bound protein; 340,000 tested, 2.5% active; Glutamate receptor ionotropic, NMDA 3A (GRIN3A) ligand-binding domain;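 active means melting temperature shift of at least 10% of the positive control shift, at one fixed dose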
hIAP block: human IAP inhibitors, primary screen, biochemical, luminescence, uHTS; Intestinal-type alkaline phosphatase (Homo sapiens), P09923; purified IAP, CDP-Star luminescence, 30 min; inhibition, % at 10 µM; 330,000 tested, 0.12% active;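 active means inhibition reaching a set limit with compound at 10 µM in the primary screen, cut at about 35% in these data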;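 further: plate controls were DMSO wells with enzyme for no effect and no-enzyme buffer wells for full effect; values of inactives mirror those of a sister screen read the other way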
A3G deaminase: APOBEC3G DNA deaminase inhibitors, primary screen, biochemical, fluorescence, single-stranded DNA substrate, uHTS; inhibition, % at 20 µM; DNA dC->dU-editing enzyme APOBEC-3G (Homo sapiens), Q9HC16; 330,000 tested, 0.28% active; recombinant A3G, ssDNA deamination FAM/TAMRA fluorescence;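 active means inhibition of at least 40% at 20 µM, with no more than 30% in the related APOBEC3A deaminase screen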;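 further: plate controls were DMSO wells with A3G for no effect and wells lacking A3G enzyme for full effect; some compounds called inactive have numbers as strong as hits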
Target sequence (Q9HC16 whole entry, looked up): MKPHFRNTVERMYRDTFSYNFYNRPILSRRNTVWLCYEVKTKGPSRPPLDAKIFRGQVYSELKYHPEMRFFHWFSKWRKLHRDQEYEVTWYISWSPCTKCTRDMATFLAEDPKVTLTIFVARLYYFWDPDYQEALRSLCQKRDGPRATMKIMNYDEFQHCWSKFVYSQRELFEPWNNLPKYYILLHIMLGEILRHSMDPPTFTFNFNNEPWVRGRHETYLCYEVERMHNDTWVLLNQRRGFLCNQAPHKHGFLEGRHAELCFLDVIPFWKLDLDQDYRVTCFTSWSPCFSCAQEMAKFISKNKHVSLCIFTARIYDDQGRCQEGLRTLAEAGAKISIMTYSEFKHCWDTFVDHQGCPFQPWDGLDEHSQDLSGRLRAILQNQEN
* marks the source's active call; other numbers are inactive results; nt = not tested or not shown. An unsorted share of the library. About 5% of those tested had a hit in this group.

Order of values – A3A deaminase	MIN6 prolif	hIAP act	MPTP inh	mIAP inh	mIAP act	NR3A LBD binder	hIAP block	A3G deaminase
- CCC(CO)Nc1ncnc2c1cnn2-c1ccc(Cl)cc1 (stereo unspecified)
 : 0	-3	0.86	0.9	-2	1	0	14	0
- CN(C)c1ccc(-c2nnc(-c3ccc(S(=O)(=O)C(F)F)cc3)o2)cc1
 : -2	3	1	-1.5	1	0.99	3	-1	-3
- COc1ccc(C)cc1N(CC(=O)NCCSCc1ccco1)S(=O)(=O)c1ccc(C)cc1
 : -4	-4	1.3	-0.3	-6	1.1	1	-28	-10
- Cc1onc(C(=O)NCCc2ccccc2)c1[N+](=O)[O-]
 : -6	1	1.2	-0.3	-1	1	-3	-19	-6
- CCCCNC(=O)CSc1nc2ccccc2c(=O)n1C1CCCC1
 : 4	1	1	2.7	1	0.99	0	-2	-4
- CC1=C(C)C(C)=C(C#N)C(=C(C#N)C#N)N1
 : -1	-2	0.93	2.2	-6	1.1	-1	7	-2
- COc1cc(/C=N/NC(=O)C(=O)/C=C2\NC(C)(C)Cc3ccccc32)ccc1O
 : 4	-1	0.97	1.4	18	0.82	-2	3	1
- Cc1cnc(NC(=O)Nc2ccc(Cl)cc2)s1
 : -2	-5	1	82*	-8	1.1	26*	-3	-5
- CCCCCCOc1ccc(NC(=O)CC2C(=O)N(CC)C(=S)N2Cc2ccco2)cc1 (stereo unspecified)
 : 3	0	0.93	8.8	-1	1	16*	7	-2
- O=C(NN=C1CCCCC1)c1ccccc1-n1cccc1
 : -5	6	1.1	-1.1	4	0.96	2	-7	-8
- Cc1cccc(N2CCN(C(=O)c3ccc4c(c3)OCCO4)CC2)c1C
 : -2	2	0.98	0.5	3	0.97	-1	2	-3
- Cc1cccnc1Nc1ncnc(N)c1[N+](=O)[O-]
 : -3	1	1	0.7	-9	1.1	-1	0	-9
- COc1ccc(CCN2C(=O)CSC2=S)cc1OC
 : 1	-5	1.3	0.7	14	0.86	1	-29	-1
- O=C1NC(=O)/C(=C/c2cccc3ccccc23)S1
 : 5	-4	0.88	12	5	0.95	-14	12	-5
- N#CCCN(C(=O)COC(=O)CCc1c[nH]c2ccccc12)c1ccccc1
 : -4	1	1.3	0.3	-12	1.1	-1	-30	-13
- CSc1nsc(SCC(=O)Nc2nc3ccc(C)cc3s2)n1
 : -3	-1	0.98	9.0	11	0.89	4	2	-7
- CSc1nnc(-c2cccs2)n1C
 : -3	-1	1	-0.9	4	0.96	0	-4	-8
- O=S(=O)(c1ccccc1)N1CCN(C(=S)Nc2ccccc2Cl)CC1
 : -7	-2	1.1	-0.1	4	0.96	0	-8	1
- CCCCN(C)CCNC(=O)c1nn(-c2ccc(OC)cc2)c(=O)c2c1c1ccccc1n2C
 : -2	-6	1.2	-0.2	8	0.92	1	-20	-4
- CCOc1ccc(N/C(=N/c2nc(C)cc(C)n2)NC(=O)CC)cc1
 : 0	0	0.96	4.6	0	1	-1	4	0
- COc1ccccc1N1CCN(CCCCN2C(=O)C3CCCCN3C2=O)CC1 (stereo unspecified)
 : -5	0	1	0.7	1	0.99	0	-3	-4
- OCCNc1ncnc2c1c(-c1ccccc1)c(-c1ccccc1)n2Cc1ccco1
 : -5	-2	0.83	-2.9	-1	1	-3	17	-5
- O=C(CN1C(=O)/C(=C/c2ccc(F)cc2)SC1=S)NC1C=CS(=O)(=O)C1 (stereo unspecified)
 : -10	-4	1.3	-0.5	13	0.87	-1	-27	-8
- Cc1cccc(N(C)C(=O)C2CCCN2S(=O)(=O)c2cccc3nsnc23)c1 (stereo unspecified)
 : 0	1	1.1	-1.4	0	1	-2	-14	-1
- O=C(CCCOc1ccccc1)N1CCN(S(=O)(=O)c2ccccc2)CC1
 : 5	2	1	-1.5	1	0.99	0	-5	-7
- Cc1nn(C(=O)Cn2cc([N+](=O)[O-])cn2)c(C)c1Cl
 : 1	0	1	0.3	2	0.98	-3	-4	-5
- CCC(C)n1c(SCC(=O)NCCc2ccc(S(N)(=O)=O)cc2)nc2ccsc2c1=O (stereo unspecified)
 : 1	1	0.91	-0.4	-2	1	-4	9	0
- O=C(O)c1cn[nH]c1-c1cccc([N+](=O)[O-])c1
 : 23	-3	1.2	-1.1	2	0.98	-1	-18	4
- COc1ccc(/C=c2\sc3nc(=O)c(C)nn3c2=O)c(OC)c1
 : -4	0	0.91	0.5	5	0.95	-2	9	-16
- Cc1cc(-n2c(SCC(=O)Nc3ccc(F)c(F)c3)nc3n[nH]c(C)c3c2=N)ccc1Cl
 : -3	-1	2.1*	1.1	-14	1.1	26*	-107	-4
- N#Cc1ccc(Sc2nc3ccccc3[nH]2)cc1C#N
 : 3	-1	0.85	2.1	15	0.85	2	14	0
- Cc1ccc(NC(=O)C2OCCc3ccccc32)cc1C (stereo unspecified)
 : -6	-4	0.99	-2.5	-6	1.1	0	1	1
- CC1CCCC(NC(=O)CNCc2ccccc2F)C1C (stereo unspecified)
 : -2	-1	1.1	7.0	-4	1	2	-12	-9
- Clc1ccc(Cc2nnc(-c3ccccc3Br)o2)cc1
 : 5	8	0.98	0.0	4	0.96	-3	2	0
- CNC(=O)NC(=O)C(C)OC(=O)c1ccc(Cl)c(S(=O)(=O)Nc2ccc(F)cc2)c1 (stereo unspecified)
 : 4	5	1.2	4.1	-6	1.1	1	-25	-3
- CCOC(=O)N1CCC(N2Cc3cccc(C(=O)NCc4ccc(C)cc4)c3C2=O)CC1
 : -1	-5	0.97	0.6	-5	1.1	-5	3	-1
- C=CCC(CC=C)(NC(=O)c1ccccc1C)c1ccccc1
 : -2	-1	0.83	0.9	-5	1	-1	17	-3
- CCOc1cccc(NC(=O)CC#N)c1
 : -1	-2	0.8	-1.3	3	0.97	1	20	-1
- COc1ccc(CNC(=O)c2cc(C)nn2-c2ccccc2)cc1
 : 1	-2	1.1	1.4	-17	1.2	-1	-12	-3
- Cc1cc2ccccc2n1CCNC(=O)c1ccc(Br)o1
 : 0	-3	1.1	1.1	14	0.86	-6	-10	-9
- Cc1nn2c(N3CCCC3)cc(C(C)C)nc2c1-c1ccccc1
 : 4	-6	1	3.0	-7	1.1	1	0	5
- Cc1nc(Cl)c2oc3ccccc3c2n1
 : 3	-6	1	0.8	0	1	0	-1	0
- Cc1ccccc1-n1c(C)nnc1SCC(=O)NCC1CCCO1 (stereo unspecified)
 : 3	-2	1.1	-2.0	-4	1	-14	-5	-2
- O=C(CN1C(=O)NC2(CCCC2)C1=O)Nc1ccccc1F
 : 1	1	1.1	-0.6	-4	1	1	-11	-1
- N/C(=N\OC(=O)COc1ccc2ccccc2c1Br)c1cccnc1
 : -1	-3	0.84	nt	4	0.96	nt	16	-4
- COc1ccc(C2=NCCc3cc(OC)c(OC)cc32)cc1
 : 3	-3	1	5.7	7	0.93	-5	0	3
- CC(C)(C)c1csc(NC(=O)CSC2=NCCS2)n1
 : 2	3	0.96	1.8	-3	1	2	4	-4
- COC(=O)C1=C(C)NC(=O)C1(Nc1nccs1)C(F)(F)F (stereo unspecified)
 : -2	2	0.82	-2.1	-3	1	0	18	-3
- Cc1c(Cl)c([N+](=O)[O-])nn1CCCC(=O)NCCc1ccccc1
 : 1	3	1.1	2.5	1	0.99	-1	-7	-4
- O=C(NC1CC2CCCC(C1)N2C(=S)Nc1ccccc1)C1CC1 (stereo unspecified)
 : -5	-1	0.92	-1.0	-5	1	0	8	-11
- O=C(Cn1nnc(-c2ccccc2)n1)NCc1ccc2c(c1)OCO2
 : -5	-2	0.99	-4.3	-15	1.2	-2	1	-5
- Cc1cc(S(=O)(=O)NCCCN2CCOCC2)ccc1Br
 : -1	0	0.91	-1.9	-9	1.1	0	10	-4
- CCS(=O)(=O)N1CCN(c2ccc([N+](=O)[O-])c(N3CCOCC3)c2)CC1
 : -2	-3	1.2	-0.7	3	0.97	16*	-18	-5
- O=C(c1ccc2oc(CCCc3ccccc3)nc2c1)N1CCCCC1CO (stereo unspecified)
 : -5	-3	1.1	0.4	14	0.86	6	-12	-8
- Cc1cccc(C(=O)Nc2ccccc2SCC2CSc3nc4ccccc4c(=O)n32)c1 (stereo unspecified)
 : -3	0	1	2.6	0	1	-1	-2	-10
- COC(=O)NC(NS(=O)(=O)c1ccccc1)(C(=O)OC)C(F)(F)F (stereo unspecified)
 : -2	2	1.1	3.6	-3	1	2	-8	-5
- Cc1ccccc1C(=O)N1CCC(C(=O)Nc2ccc3c(c2)OCCO3)CC1
 : -3	3	0.89	0.5	2	0.98	0	11	-3
- CC(=O)Nc1cccc(NC(=O)CSc2nccn2Cc2ccc(F)cc2)c1
 : -2	6	1.2	-1.9	5	0.95	-1	-25	-7
- CCCCCN(C(=O)CCC(=O)OCc1cccc(Br)c1)c1c(N)n(CCCC)c(=O)[nH]c1=O
 : 4	-4	0.99	-0.9	-10	1.1	0	0	1
- Cc1c(-n2c(-c3ccccc3Cl)n[nH]c2=S)c(=O)n(-c2ccccc2)n1C
 : -5	-1	1.2	-0.2	-7	1.1	1	-24	3

The results go on:
Order of values – A3A deaminase	MIN6 prolif	hIAP act	MPTP inh	mIAP inh	mIAP act	NR3A LBD binder	hIAP block	A3G deaminase
- C1N2CN3CN1CN(C2)C3
 : 2	-1	1.2	-5.3	8	0.93	-1	-21	1
- Cc1ccc(S(=O)(=O)N2CCN(C(=O)COC(=O)C3(C)CC3(Cl)Cl)CC2)c(C)c1 (stereo unspecified)
 : -3	4	0.94	0.1	-15	1.2	1	6	-8
- CCCc1nnc(SCC(=O)Nc2ccc(OC)cc2)o1
 : -3	-1	0.89	0.2	2	0.98	1	11	-11
- COc1ccc(-c2nnc(SCC(=O)OC3CCCCC3)o2)cc1OC
 : 0	0	1	2.7	2	0.98	-4	-1	-2
- COC(=O)c1cc2ccc(OC)cc2c2cc(OC)c(OC)cc12
 : -4	3	1.1	-0.2	3	0.97	-11	-7	-5
- O=C(Nc1cccnc1Cl)c1cc([N+](=O)[O-])ccc1Cl
 : -1	-5	1	-0.5	-16	1.2	0	0	12
- COc1ccc(NC(=O)C2CCC(C)(C(=O)O)C2(C)C)cc1 (stereo unspecified)
 : -2	0	1.1	-1.4	3	0.97	-4	-14	-3
- CCOC(=O)C1/C(=N\O)CC(C)(O)C(C(=O)OCC)C1c1ccc(OC)c(OC)c1 (stereo unspecified)
 : -8	0	1	0.2	-2	1	1	-4	-11
- O=S1(=O)CCO[C@H]2Cc3ccccc3[C@H]2N1Cc1cccc(F)c1
 : -1	5	1.1	-0.8	8	0.92	2	-6	-6
